Screening data from PubChem BioAssay.
FBPA Giardia inh – qHTS Assay for Inhibitors of Fructose-1,6-bisphosphate Aldolase from Giardia Lamblia; A8B2U2; purified Giardia FBPA; Potency, µM (titrated, usually from 59.6 µM), for the others: at the highest dose activity, negative = inhibition, hits mostly inhibitors; actives 0.71% (n = 290,000); further: potency means the concentration at half of the fitted maximal effect; nearly all actives have a fitted effect of over 55% in size
Target sequence (A8B2U2 whole entry, looked up): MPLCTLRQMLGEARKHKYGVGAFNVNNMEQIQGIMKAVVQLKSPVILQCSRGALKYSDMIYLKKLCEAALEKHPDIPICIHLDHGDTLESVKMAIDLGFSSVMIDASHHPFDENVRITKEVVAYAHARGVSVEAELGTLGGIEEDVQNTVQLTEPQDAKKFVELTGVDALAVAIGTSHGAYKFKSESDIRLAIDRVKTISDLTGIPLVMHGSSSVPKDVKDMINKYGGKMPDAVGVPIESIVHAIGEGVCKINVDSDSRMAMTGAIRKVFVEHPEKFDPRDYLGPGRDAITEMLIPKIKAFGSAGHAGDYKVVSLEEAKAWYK
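40 nM FBPA preincubated 10 min at RT with compound (up to 57.5 uM final), then substrate plus GAPDH/TPI/NAD/arsenate coupling and diaphorase/resazurin added. Fluorescence read after 20 min at RT, 525/598 nm.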
AmpC detergent – qHTS Inhibitors of AmpC Beta-Lactamase (assay with detergent) | AID 485294, 2010 | AmpC hydrolysis of nitrocefin, absorbance 480 nm, 0.01% Triton | actives 0.041% (n = 370,000) | Potency, µM (doses to about 114 µM), for inactives: top-dose activity change, negative = inhibition, most hits filed as inhibitors | P00811;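 further: potency means the concentration at half of the fitted maximal effect; 0% = no-compound wells and -100% = no-enzyme wells; nearly all actives have a fitted effect of over 25% in size; some results filed as inactive show a strong effect at the top dose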
Target sequence (P00811 whole entry, looked up): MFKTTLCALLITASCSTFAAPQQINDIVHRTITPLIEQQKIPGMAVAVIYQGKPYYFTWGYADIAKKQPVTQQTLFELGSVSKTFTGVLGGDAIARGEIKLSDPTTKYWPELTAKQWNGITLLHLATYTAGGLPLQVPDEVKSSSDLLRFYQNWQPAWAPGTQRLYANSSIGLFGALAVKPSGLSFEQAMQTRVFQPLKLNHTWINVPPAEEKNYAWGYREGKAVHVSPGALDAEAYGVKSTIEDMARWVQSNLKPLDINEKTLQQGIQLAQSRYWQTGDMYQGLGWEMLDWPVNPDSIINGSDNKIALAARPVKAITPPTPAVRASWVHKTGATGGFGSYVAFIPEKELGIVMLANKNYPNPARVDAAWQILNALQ
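AmpC (5.3 nM in the dispensed reagent) in 20 mM phosphate pH 7.0 with 0.01% (detergent screen) or 0.0001% Triton X-100 was preincubated with compounds for 15 min at room temperature. Nitrocefin was then added from an 800 uM solution, and hydrolysis was followed at 480 nm.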
AMA1-RON2 inh – qHTS for Inhibitors of AMA1-RON; Towards Development of Antimalarial Drug Lead: Primary Screen; Plasmodium falciparum AMA1 (3D7) - RON2 peptide interaction; AlphaScreen AMA1-biotinylated RON2 peptide binding; Potency, µM (titrated, usually from 58.2 µM), for inactives: at the top dose activity change, negative = inhibition, hits mostly inhibitors; actives 0.2% (n = 360,000); AID 720542, 2013;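 further: potency means the concentration at half of the fitted maximal effect; 0% = vehicle wells and -100% = peptide control; nearly all actives have a fitted effect of over 45% in size; some results filed as inactive show a strong effect at the top dose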
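AMA1 (3D7) with his tag at 25 nM final met compounds first, then biotinylated RON2 peptide at 25 nM; detection used donor plus acceptor beads, 10 µg/mL apiece, read by AlphaScreen after 30 min at room temperature.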
Sm TGR inh – qHTS Assay for the Inhibitors of Schistosoma Mansoni Peroxiredoxins; Schistosoma mansoni thioredoxin glutathione reductase (TGR), Q962Y6; purified TGR, DTNB reduction, TNB absorbance 405 nm; Potency, µM (titrated, usually from 114 µM), inactives show at the top dose activity change, negative = inhibition, most hits filed as inhibitors; actives 3% (n = 360,000); further: potency means the concentration at half of the fitted maximal effect; nearly all actives have a fitted effect of over 60% in size
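Kinetic colorimetric format: TGR-catalysed, NADPH-driven DTNB reduction monitored via TNB absorbance. Enzyme dispensed at 20 nM; compound exposure 15 min at room temperature before reaction start.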
HCV inh – qHTS Assay for Inhibitors of Hepatitis C Virus (HCV); Huh7.5.1 HCVcc-Cre infection, luciferase reporter, 44 h; Potency, µM (doses to about 41.8 µM), without a hit: at the top dose activity change, negative = inhibition, hits mostly inhibitors; actives 3.4% (n = 340,000); further: potency means the concentration at half of the fitted maximal effect
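Infectious HCVcc-Cre (~0.5 moi) was added to cells just after compound, with cells seeded 4 h earlier at 1,000 per well. Luciferase activity after 44 h culture reported infection; substrate was incubated 15 min at room temperature before reading.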
HCMV antiviral – qHTS Assay for inhibitors of the human cytomegalovirus (HCMV) | actives 4.5% (n = 410,000) | HFF cells, HCMV-luciferase reporter, 72 h; stronger effect = lower value | activity change, negative = inhibition, % at 57.5 µM; in the data active means activity change below about -60%; inconclusive means no clear call, values can overlap the other calls; inactive means above about -39%
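Cell-based, HFFs, 1000 cells/well, 16 h 37C; cpds in DMSO + HCMV-luc, MOI 1 PFU/cell; 72 h 37C; OneGlo luminescence after 5 min RT; norm. to buffer vs Salinomycin 10uM.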
* hit, by the source's call; & = joins results of further samples; [ ] = dose if it differs, or a comment. Unless noted, the call rests on the fitted dose curve; in most records, active means well fitted curve in the direction sought with a large enough effect; inconclusive means small, poorly fitted or top-dose-only effect, or another doubt; inactive means no such curve, though single readings can be large; an effect the other way counts as inactive or inconclusive. Unless noted, on the % scale 0 is the no-effect control and ±100 the full control effect.

What do the screens show for `COc1ccccc1CNC(=O)Cn1c(=O)ccc2cc(S(=O)(=O)N3CCC(C)CC3)ccc21`?
AmpC detergent: 5%; Sm TGR inh: 7%; HCMV antiviral: -31

Results for C=CCOc1ccccc1CN1CCC(n2nccc2NC(=O)C2CCOC2)CC1 (stereo unspecified) ?
AmpC detergent: 2%; AMA1-RON2 inh: -6%; Sm TGR inh: -3%; HCV inh: 17%; HCMV antiviral: inconclusive

How did Cc1ccc(S(=O)(=O)N2CCN(S(=O)(=O)c3ccccc3)C2)cc1 do in these assays?
FBPA Giardia inh: -18%; AmpC detergent: inconclusive; AMA1-RON2 inh: 13%; Sm TGR inh: -11%; HCMV antiviral: 2

Results for CCCC(=O)Nc1cc(C(=O)O)ccc1Sc1ccccc1 ?
FBPA Giardia inh: 16%; AmpC detergent: 5%; AMA1-RON2 inh: 19%; Sm TGR inh: 0%; HCV inh: 16%; HCMV antiviral: inconclusive

Results for CCOC(=O)c1[nH]c2ccc(C)cc2c1NC(=O)CN1CCCCC1 ?
FBPA Giardia inh: -2%; AmpC detergent: -2%; AMA1-RON2 inh: -2%; Sm TGR inh: -5%; HCV inh: inconclusive; HCMV antiviral: 21

Results for COCCCN1C(=O)C(=O)/C(=C(/O)c2ccc3c(c2)CC(C)O3)C1c1cccnc1 (stereo unspecified) ?
FBPA Giardia inh: 7%; AmpC detergent: 10%; AMA1-RON2 inh: 6%; Sm TGR inh: -22%; HCV inh: -3%&13%; HCMV antiviral: -22

What do the screens show for `CCS(=O)(=O)N1CCc2cc(C(=O)Nc3cccc(NC(C)=O)c3)ccc21`?
AmpC detergent: inconclusive; Sm TGR inh: -13%; HCMV antiviral: 29

How did COC(=O)[C@H](Cc1ccccc1)NC(=O)[C@@H](N)CC(=O)O do in these assays?
AMA1-RON2 inh: 26%; HCV inh: 0.56µM*; HCMV antiviral: inconclusive

What do the screens show for `CC[C@@H](C(=O)[C@@H](C)[C@@H](O)[C@H](C)[C@@H]1O[C@@H]([C@@H](CC)C(=O)O)CC[C@@H]1C)[C@H]1O[C@]2(C=C[C@@H](O)[C@]3(CC[C@@](C)([C@H]4CC[C@](O)(CC)[C@H](C)O4)O3)O2)[C@H](C)C[C@@H]1C`?
AMA1-RON2 inh: -6%; HCV inh: 0.35µM*; HCMV antiviral: -98*

Results for CCOC(=O)c1c(C)[nH]c(C)c1S(=O)(=O)NCC(=O)NCc1cccc(C)c1 ?
AmpC detergent: 10%; Sm TGR inh: 24%; HCMV antiviral: -20

Results for O=c1[nH]c(O)c(N=Nc2ccc(SC(F)F)cc2)c(=O)[nH]1 ?
FBPA Giardia inh: 2%; AmpC detergent: -13%; AMA1-RON2 inh: -12%; Sm TGR inh: 4%; HCV inh: 1%; HCMV antiviral: inconclusive

How did c1ccc(-c2cccs2)nc1 do in these assays?
FBPA Giardia inh: 5%; AmpC detergent: -2%; AMA1-RON2 inh: 8%; Sm TGR inh: 4%; HCV inh: 22%; HCMV antiviral: 16

Results for COc1cccc(/C=C/C(=O)OCC(=O)NC(=O)NC2CCCCC2)c1 ?
AmpC detergent: -12%; AMA1-RON2 inh: -8%; Sm TGR inh: 1%; HCV inh: 11%; HCMV antiviral: -19

How did COc1cccc(CN(C)CC(=O)Nc2cccc(S(=O)(=O)N(C)c3ccccc3)c2)c1OC do in these assays?
AMA1-RON2 inh: 6%[11.6 µM]; HCV inh: inconclusive; HCMV antiviral: -14

What do the screens show for `CCOc1ccc(-c2csc3nc[nH]c(=O)c23)cc1`?
FBPA Giardia inh: 8%; AmpC detergent: 0%; AMA1-RON2 inh: -10%; Sm TGR inh: 7%; HCV inh: -5%; HCMV antiviral: -2

How did Cc1noc(C)c1S(=O)(=O)N1CCN(c2ccccc2Cl)CC1 do in these assays?
AmpC detergent: -15%; AMA1-RON2 inh: -17%; Sm TGR inh: 9%; HCV inh: -3%; HCMV antiviral: -22

Results for Cc1ccc(C)c(NC(=O)C2COc3ccccc3O2)c1 (stereo unspecified) ?
FBPA Giardia inh: 8%; AmpC detergent: inconclusive; AMA1-RON2 inh: 9%; Sm TGR inh: 9%; HCV inh: 7%; HCMV antiviral: 44

What do the screens show for `CCCN(CCC)C(=O)COc1cc(=O)n(CC)c2ccccc12`?
FBPA Giardia inh: 2%; AmpC detergent: inconclusive; AMA1-RON2 inh: -6%; Sm TGR inh: 0%; HCV inh: 4%; HCMV antiviral: 8

Results for Cc1cc(C)n(C(C)CC(=O)NCc2ccc(Cl)cc2)n1 (stereo unspecified) ?
AmpC detergent: 22%; Sm TGR inh: 0%; HCMV antiviral: -11

Results for Cc1ccc(CNC(=O)C2CC3Cn4c(nc5cc6ccccc6cc54)C3N2C)o1 (stereo unspecified) ?
FBPA Giardia inh: -9%; AmpC detergent: 0%; AMA1-RON2 inh: -4%; Sm TGR inh: 45µM*; HCV inh: -17%[8.37 µM]; HCMV antiviral: -101*

What do the screens show for `CC(=O)c1ccc(OCc2cc(C(=O)N3CCCCC3c3cccnc3)no2)cc1` (stereo unspecified)?
AmpC detergent: -8%; AMA1-RON2 inh: -9%; Sm TGR inh: inconclusive; HCV inh: inconclusive; HCMV antiviral: 6

What do the screens show for `COc1ccc(C(=O)CCC(=O)N2CCN(c3ccc(C)cc3)C(C)C2)cc1` (stereo unspecified)?
FBPA Giardia inh: 2%; AmpC detergent: 0%; AMA1-RON2 inh: -13%; Sm TGR inh: 9%; HCV inh: inconclusive; HCMV antiviral: -25

Results for CC(=O)N(Cc1cccc(Br)c1)c1ccc(N2CCOCC2)c(Cl)c1 ?
FBPA Giardia inh: 4%; AmpC detergent: -16%; AMA1-RON2 inh: -4%; Sm TGR inh: 4%; HCV inh: inconclusive; HCMV antiviral: -23

How did C=CCOc1ccc(C2C(C(=O)c3cccs3)=C(O)C(=O)N2c2nnc(C)s2)cc1 (stereo unspecified) do in these assays?
AMA1-RON2 inh: -8%; HCV inh: 13%; HCMV antiviral: -7

How did NC(=O)CSc1nnc(COc2ccc3ccccc3c2)o1 do in these assays?
FBPA Giardia inh: -11%; AmpC detergent: 1%; AMA1-RON2 inh: 12%; Sm TGR inh: 4%; HCV inh: 13%; HCMV antiviral: -29

What do the screens show for `CC1CN(C(=O)c2ccc(NS(=O)(=O)c3cccc(Cl)c3)cc2)CC(C)O1` (stereo unspecified)?
FBPA Giardia inh: 28%; AmpC detergent: -2%; AMA1-RON2 inh: -5%; Sm TGR inh: 4%; HCV inh: 10%; HCMV antiviral: -21

How did CCOC(=O)c1cnn(-c2cc(C)nc3c(-c4ccccc4)cnn23)c1N do in these assays?
FBPA Giardia inh: 2%; AmpC detergent: 12%; AMA1-RON2 inh: -6%; Sm TGR inh: -3%; HCV inh: -7%; HCMV antiviral: 31

Results for COc1ccc(CC(=O)OCC(=O)Nc2ccc(Cl)c(S(=O)(=O)N(C)C)c2)cc1 ?
FBPA Giardia inh: -3%; AmpC detergent: inconclusive; AMA1-RON2 inh: 12%; Sm TGR inh: 10%; HCV inh: 14%; HCMV antiviral: 9

Results for CCn1cc2nc(SCC(=O)Nc3ccc(OC)c(OC)c3)n(Cc3ccc(OC)cc3)c(=O)c2n1 ?
FBPA Giardia inh: -13%; AmpC detergent: 2%; AMA1-RON2 inh: -4%; Sm TGR inh: 2%; HCV inh: -27%; HCMV antiviral: -30

What do the screens show for `CCOc1ccccc1CNCc1ccc(F)cc1`?
FBPA Giardia inh: -7%; AmpC detergent: -7%; AMA1-RON2 inh: -5%; Sm TGR inh: 2%; HCV inh: -6%; HCMV antiviral: inconclusive

Results for O=C(Nc1cc(S(=O)(=O)N2CCOCC2)ccc1O)c1ccc(NS(=O)(=O)c2ccc(Cl)s2)cc1 ?
FBPA Giardia inh: 29%; AmpC detergent: -8%; AMA1-RON2 inh: -8%; Sm TGR inh: -25%; HCV inh: inconclusive; HCMV antiviral: -23

How did CC(C1CC1)N(Cc1ccccc1)C(=O)NC(=O)c1ccc(F)cc1 (stereo unspecified) do in these assays?
FBPA Giardia inh: -4%; AmpC detergent: inconclusive; AMA1-RON2 inh: -14%; Sm TGR inh: 3%; HCV inh: -2%; HCMV antiviral: 20

What do the screens show for `COc1ccc(NC(=O)CSc2oc(-c3cccs3)nc2S(=O)(=O)c2ccc(Br)cc2)c(OC)c1`?
AmpC detergent: 10%; Sm TGR inh: inconclusive; HCMV antiviral: 21

Results for CCc1cc2c(SCC#N)ncnc2s1 ?
FBPA Giardia inh: 4%; AmpC detergent: -6%; AMA1-RON2 inh: 2%; HCV inh: inconclusive; HCMV antiviral: inconclusive

Results for Cc1ccc(C(=O)N(C)CC(=O)Nc2ccc(Cl)c(C(F)(F)F)c2)cc1S(=O)(=O)N1CCCCC1 ?
AmpC detergent: 0%; AMA1-RON2 inh: -4%; Sm TGR inh: 1%; HCV inh: 7.9µM*; HCMV antiviral: -34

How did CC1CCN(C(=O)CSc2nnc(NC(=O)Nc3ccccc3)s2)CC1 do in these assays?
AmpC detergent: -1%; Sm TGR inh: 2%; HCMV antiviral: -33

What do the screens show for `CCOc1ccc(OCC)c(NC(=O)CSc2nnc(Cn3cnc4ccccc43)n2C)c1`?
FBPA Giardia inh: -6%; AmpC detergent: inconclusive; AMA1-RON2 inh: 3%; Sm TGR inh: 7%; HCV inh: -27%; HCMV antiviral: -28

As a working copy, 5 of the compounds above:
What do the screens show for `CC(=O)c1ccc(OCc2cc(C(=O)N3CCCCC3c3cccnc3)no2)cc1` (stereo unspecified)?
AmpC detergent: -8%; AMA1-RON2 inh: -9%; Sm TGR inh: inconclusive; HCV inh: inconclusive; HCMV antiviral: 6

What do the screens show for `COc1ccc(C(=O)CCC(=O)N2CCN(c3ccc(C)cc3)C(C)C2)cc1` (stereo unspecified)?
FBPA Giardia inh: 2%; AmpC detergent: 0%; AMA1-RON2 inh: -13%; Sm TGR inh: 9%; HCV inh: inconclusive; HCMV antiviral: -25

Results for CC(=O)N(Cc1cccc(Br)c1)c1ccc(N2CCOCC2)c(Cl)c1 ?
FBPA Giardia inh: 4%; AmpC detergent: -16%; AMA1-RON2 inh: -4%; Sm TGR inh: 4%; HCV inh: inconclusive; HCMV antiviral: -23

How did C=CCOc1ccc(C2C(C(=O)c3cccs3)=C(O)C(=O)N2c2nnc(C)s2)cc1 (stereo unspecified) do in these assays?
AMA1-RON2 inh: -8%; HCV inh: 13%; HCMV antiviral: -7

How did NC(=O)CSc1nnc(COc2ccc3ccccc3c2)o1 do in these assays?
FBPA Giardia inh: -11%; AmpC detergent: 1%; AMA1-RON2 inh: 12%; Sm TGR inh: 4%; HCV inh: 13%; HCMV antiviral: -29
